Coupling enz: coupling enzyme interference in Giardia aldolase counter-screen; coupling enzyme system counterscreen, AmpLite Red fluorescence; activity change, negative = inhibition, % at 58.2 µM, hits read low; 290,000 compounds, 0.67% hits; AID 2472; in the data active means activity change below about -30%; further: on the % scale 0 is the no-effect control and ±100 the full control effect
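Final compound at 57.5 uM, incubated 10 min at RT with coupling enzyme reagent (glyceraldehyde-3-phosphate), then 20 min with substrate and AmpLite Red detection. Fluorescence read at 525/598 nm; tests interference with the coupling assay, not aldolase inhibition.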
GALK inhibitor: galactokinase (human) inhibition. AID 1868. P51570. Potency, µM (doses to about 57.5 µM), for the others: top-dose activity change, negative = inhibition, hits mostly inhibitors. 270,000 compounds, 0.007% hits. Purified GALK, Kinase-Glo residual ATP luminescence; further: potency means the concentration at half of the fitted maximal effect; on the % scale 0 is the no-effect control and ±100 the full control effect
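The enzyme phosphorylates galactose (100 uM) using ATP (35 uM); inhibition is detected as higher residual ATP, quantified by bioluminescence after 1 h reaction at room temperature, pH 8.0.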
S-ASM inh: blocks human secretory acid sphingomyelinase; 340,000 compounds, 0.006% hits; placental ASM, HMU-PC fluorogenic substrate, 60 min; AID 504937; Potency, µM (highest dose often 57.5 µM), without a hit: at the top dose activity change, negative = inhibition, usual class: inhibitors; P17405; further: potency means the concentration at half of the fitted maximal effect
Target sequence (P17405 47-631 limits assumed): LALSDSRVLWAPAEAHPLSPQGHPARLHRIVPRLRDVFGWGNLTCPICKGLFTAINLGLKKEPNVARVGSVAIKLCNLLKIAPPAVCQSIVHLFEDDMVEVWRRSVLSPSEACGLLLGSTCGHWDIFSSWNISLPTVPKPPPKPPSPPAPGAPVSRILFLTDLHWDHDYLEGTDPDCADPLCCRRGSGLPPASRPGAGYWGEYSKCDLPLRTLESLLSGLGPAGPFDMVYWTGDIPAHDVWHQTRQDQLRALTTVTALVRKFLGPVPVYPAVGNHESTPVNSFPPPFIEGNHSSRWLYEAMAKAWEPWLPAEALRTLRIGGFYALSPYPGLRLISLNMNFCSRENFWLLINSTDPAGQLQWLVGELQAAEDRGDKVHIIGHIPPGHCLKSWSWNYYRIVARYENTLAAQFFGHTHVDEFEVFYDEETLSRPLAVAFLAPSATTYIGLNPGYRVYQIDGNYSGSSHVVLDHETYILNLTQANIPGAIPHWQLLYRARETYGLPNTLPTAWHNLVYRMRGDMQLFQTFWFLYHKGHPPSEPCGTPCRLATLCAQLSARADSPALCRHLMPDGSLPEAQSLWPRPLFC
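Steps: dispense placental human ASM, pin compound, wait 10 min at room temperature, add HMU-PC0 substrate at 9 uM final, incubate 60 min at 37 °C, add stop solution raising pH to 10, read fluorescence.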
Menin-MLL TR inh: inhibitors of human menin-MLL interaction, mutant MLL peptide; Menin + Texas Red MLL mutant peptide, fluorescence polarization; Potency, µM (top dose mostly 61.6 µM), for the others: top-dose FP activity change, negative = inhibition, usual class: inhibitors; 270,000 compounds, 0.23% hits; AID 1768; active means well fitted inhibition curve with a large enough effect in the polarisation, with a control signal flat, not every such curve was filed as active; inconclusive means small, poorly fitted or top-dose-only effect, or effect the other way, or a change in a side signal; inactive means no such curve, though single readings can be large or run the other way; the % refers to the polarisation; further: potency means the concentration at half of the fitted maximal effect; % of control where 0% means no effect; many of its hits are not listed in these tables
PKM2 activator: increases activity of human pyruvate kinase M2; P14618; purified PKM2, Kinase-Glo ATP luminescence, activation; response scale: 0% is enzyme alone, no compound; Potency, µM (series often up to 57.5 µM), for inactives: top-dose activation, hits mostly activators; 260,000 compounds, 0.34% hits; AID 1631; further: potency means the concentration at half of the fitted maximal effect; on the % scale 0 is the no-effect control and ±100 the full control effect; nearly all actives have a fitted effect of over 55% in size
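hPK-M2, >95% pure; 0.1 mM ADP / 0.5 mM PEP final; imidazole pH7.2 buffer w/ 7 mM MgCl2, 50 mM KCl; 1 h RT; Kinase-Glo lum. Intermediate enzyme activity for dual inhibitor/activator qHTS.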
a7 integrin act: activates integrin-mediated alleviation for muscular dystrophy | Potency, µM (series often up to 38.3 µM), without a hit: at the highest dose activation, actives largely listed as activators | alpha7betagal myoblasts, beta-gal FDG fluorescence, 48 h | AID 624291 | 350,000 compounds, 0.064% hits;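 further: potency means the concentration at half of the fitted maximal effect; 100% = response of the positive control SU9516; nearly all actives have a fitted effect of over 60% in size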
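alpha7betagal+/- myoblasts (passage 13, 250/well) treated 48 h at 37C with compounds at 1:260 dilution of DMSO stock. Lysed, then beta-galactosidase activity read as FDG fluorescence (ex 480/em 540) after 30 min, with pre-read for autofluorescence.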
PTAP TSG101 blk: blocks PTAP/TSG101 interaction to inhibit HIV-1 budding. Fluorescence polarization, FITC-PTAP peptide / Tsg101 binding. AID 493005. Q99816. 340,000 tested, under 10 active. Potency, µM (highest dose often 115 µM), without a hit: at the highest dose activity change, negative = inhibition, usual class: inhibitors; active means well fitted inhibition curve with a large enough effect in the main read-out, with a control signal flat, not every such curve was filed as active; inconclusive means small, poorly fitted or top-dose-only effect, or effect the other way, or a change in a side signal; inactive means no such curve, though single readings can be large or run the other way; further: potency means the concentration at half of the fitted maximal effect; % of control where 0% means no effect
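Fluorescence anisotropy tracks displacement of a FITC-tagged PTAP peptide (50 nM) from the Tsg101 binding domain (10 uM), following a 20 min room-temperature incubation at pH 7.5.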
Tb PFK inh: inhibitors of T. brucei phosphofructokinase | Potency, µM (doses to about 57.5 µM), inactives show at the highest dose activity, negative = inhibition, hits mostly inhibitors | T. brucei PFK, ADP-Glo luminescence | 330,000 compounds, 0.17% hits;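 further: potency means the concentration at half of the fitted maximal effect; 0% = uninhibited 1x PFK enzyme wells and -100% = no-enzyme wells; nearly all actives have a fitted effect of over 60% in size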
Target sequence (O15648 whole entry, looked up): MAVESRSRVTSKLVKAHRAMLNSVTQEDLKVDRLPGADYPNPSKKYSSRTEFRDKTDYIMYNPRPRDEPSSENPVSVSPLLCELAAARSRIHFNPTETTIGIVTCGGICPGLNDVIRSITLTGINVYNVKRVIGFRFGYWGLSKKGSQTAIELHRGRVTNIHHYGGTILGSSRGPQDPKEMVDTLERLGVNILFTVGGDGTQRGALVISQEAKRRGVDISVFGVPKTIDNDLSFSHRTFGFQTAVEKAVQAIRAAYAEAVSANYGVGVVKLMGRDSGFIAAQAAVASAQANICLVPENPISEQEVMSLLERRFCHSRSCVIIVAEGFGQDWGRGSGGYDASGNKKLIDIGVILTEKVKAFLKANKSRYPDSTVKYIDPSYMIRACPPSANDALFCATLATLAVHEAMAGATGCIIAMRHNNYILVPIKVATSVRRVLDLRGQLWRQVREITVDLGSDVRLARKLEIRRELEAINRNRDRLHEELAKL
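In TEA buffer at pH 8.0 with 5 mM MgCl2, enzyme (1.25 nM) converted F6P (0.5 mM) and ATP (0.1 mM) for 45 min at room temperature. ADP product was read by luciferase luminescence.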
BCR signal inh: blocks chronic active B-cell receptor signaling | ABC-DLBCL IkBa-CBG/CBR reporter, luminescence ratio, 4 h | AID 493014 | Potency, µM (doses to about 46.1 µM), inactives show top-dose ratio change, negative = lower green/red ratio, usual class: inhibitors | 340,000 compounds, 0.05% hits; active means well fitted inhibition curve with a large enough effect in the signal ratio, with a control signal flat, not every such curve was filed as active; inconclusive means small, poorly fitted or top-dose-only effect, or effect the other way, or a change in a side signal; the % refers to the signal ratio;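 further: potency means the concentration at half of the fitted maximal effect; plate controls were basal doxycycline-induced cells for no effect and cells given 10 µM MG132 for full effect; MG132 reads +100%, hits lower the ratio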
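TMD8 human ABC-DLBCL cells with doxycycline-inducible IκBα–green luciferase fusion and unfused red luciferase, in 0.5% FBS medium; compounds up to 46 uM, 4 h at 37C. Green/red luminescence ratio, filter-overlap corrected, fitted to concentration-response curves.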
B2AR arrestin: agonists driving beta-arrestin recruitment to human beta2-adrenergic receptor; P07550; beta-arrestin recruitment to beta2AR, cell-based reporter; Potency, µM (highest dose often 46.1 µM), for the others: at the highest dose activation, most hits filed as activators; 330,000 compounds, 0.02% hits; AID 492947;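 further: potency means the concentration at half of the fitted maximal effect; 0% = DMSO controls and full agonism = EC100 isoproterenol or metaproterenol; nearly all actives have a fitted effect of over 65% in size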
Giardia killer: kills Giardia lamblia; Giardia lamblia trophozoite viability; activity change, % at 7.66 µM, hits read low; 340,000 compounds, 0.15% hits; AID 540267; in the data active means activity change below about -80%; inconclusive means between about -30% and that limit;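 further: parasites exposed to compound for two days anaerobically before the ATP read; on the % scale 0 is the no-effect control and ±100 the full control effect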
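Giardia lamblia trophozoites (100 cells/well) were incubated with compounds for 48 h at 37 deg C under anaerobic conditions. Viability was read as ATP content by one-step luminescence after 15-30 min at room temperature.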
* hit, by the source's call; ? = inconclusive; / = no result given; [ ] = dose if it differs, or a comment. Unless noted, the call rests on the fitted dose curve; in most records, active means well fitted curve in the direction sought with a large enough effect; inconclusive means small, poorly fitted or top-dose-only effect, or another doubt; inactive means no such curve, though single readings can be large; an effect the other way counts as inactive or inconclusive. This is a subset; the hit share may differ from the screen's.

Each structure is followed by: Coupling enz	GALK inhibitor	S-ASM inh	Menin-MLL TR inh	PKM2 activator	a7 integrin act	PTAP TSG101 blk	Tb PFK inh	BCR signal inh	B2AR arrestin	Giardia killer
O=C(Nc1cccc([N+](=O)[O-])c1)c1ccc2snnc2c1
  2	2%	5%	?	-2%	8%	-2%	0%	?	0.2%	-9
O=C(CN1CCN(S(=O)(=O)c2ccc(Br)cc2)CC1)Nc1ccc2c(c1)OCO2
  -2	-1%	-3%	0%	0%	-24%	-5%	1%	?	0.2%	-20
CCOC(=O)c1c(NC(=O)COc2cccc3c2CCN(CC)C3=O)sc2c1CCC2
  1	1%	-1%	-3%	2%	11%	0%	-7%	0%	0.0%	3
CCc1ccccc1NS(=O)(=O)c1ccc2[nH]cc(C(=O)NCc3ccco3)c(=O)c2c1
  0	3%	2%	-9%	-3%	?	-1%	0%	-4%	-1.0%	-10
Cc1[nH]c2ccc(C(=O)N3CCCC3)cc2c1C
  -8	9%	0%	9%	2%	5%	-3%	-1%	0%	0.6%	?
C=CCn1c(SCC(=O)NCCOC)nc2scc(-c3ccco3)c2c1=O
  -1	5%	-2%	1%	?	13%	-2%	-22%	?	0.1%	-19
O=C1N=C(N2CCCCC2)SC1=C1CCCCC1
  1	-2%	1%	-12%	-7%	-39%	-2%	-1%	?	-0.1%	8
CCOc1ccccc1C(=O)Oc1cc(C)[nH]c(=O)c1[N+](=O)[O-]
  1	/	-1%	-9%	-1%	-7%	1%	0%	-16%	0.2%	-7
NC(=O)C1CCN(C(=O)C2CC(=O)N(Cc3ccccc3)C2)CC1 (stereo not given)
  /	/	-4%	/	/	2%	0%	1%	0%	-0.2%	-10
CCOC(=O)Cn1ccc(NC(=O)COc2ccc(F)cc2F)n1
  /	1%	0%	/	/	?	-1%	-6%	?	0.2%	2
O=C(COC(=O)c1ccccc1Nc1ccccc1)NCc1ccco1
  -2	4%	43%[activator]	-1%	8%	-24%	-5%	5%	16%	0.2%	6
CCC(Sc1nc2c(cnn2-c2ccccc2)c(=O)[nH]1)C(=O)OC (stereo not given)
  5	2%	-1%	10%	0%	0%	-3%	2%	?	0.5%	-19
Cc1cccc(C(=O)N2CCC(=O)N(C(COCc3cccc(Cl)c3)Cc3ccccc3)CC2)c1 (stereo not given)
  0	/	0%	-5%	-2%	2%	-2%	1%	?	-0.6%	-2
CCOc1ccccc1CN1CCNC(=O)C1CC(=O)N(C)Cc1nonc1C (stereo not given)
  /	-5%	4%	/	/	16%	2%	-1%	-5%	0.3%	33[activator]
O=C(CSc1n[nH]c(-c2cccs2)n1)N1CCN(S(=O)(=O)c2ccc3ccccc3c2)CC1
  5	0%	-10%	-13%	?	-27%	0%	-3%	5%	-0.2%	10
O=C(c1cccc(Cl)c1)N1CCN(c2ccccn2)CC1
  1	1%	2%	-12%	-1%	23%	-4%	-2%	?	3.0%	-3
CC(=O)c1ccc(C(=O)Nc2ccc(N3CCOCC3)cc2)cc1
  -1	2%	3%	-24%	-14%	-14%	-5%	3%	5%	0.1%	-10
O=CNn1cnc2c(oc3nc(-c4ccccc4)cc(-c4ccco4)c32)c1=O
  3	-1%	38%[activator]	8%	23%	-16%	-1%	-7%	4%	-0.2%	-11
COc1ccc(-c2nnc3ccc(SCC(=O)N4CCCCC4)nn23)cc1OC
  2	3%	1%	2%	-6%	6%	2%	0%	?	-0.1%	9
c1ccc(CCNc2nc(-c3ccccn3)nc3ccccc23)cc1
  -1	-2%	-2%	/	-4%	-56%[inhibitor]	5%	-5%	0%	0.0%	-17
Cc1nc(C)c(/C(O)=C/c2nc3ccccc3oc2=O)s1
  1	0%	-5%	0%	2%	-27%	1%	5%	?	0.2%	-13
C=CCNC(=S)N1CCN(CCNC2=CC(=O)CC(C)(C)C2)CC1
  6	0%	2%	/	-2%	-1%	0%	-5%	-17%	0.0%	-2
CCN(CC)S(=O)(=O)c1ccc(C)c(NC(=O)Cn2c(=O)cnc3ccccc32)c1
  10	-1%	13%	-10%	-9%	0%	-1%	1%	-5%	-0.1%	6
CCCCn1c(N)c(N(CCOC)C(=O)c2ccc(-n3c(C)ccc3C)cc2)c(=O)[nH]c1=O
  /	/	9%	/	/	-17%	-3%	3%	0%	-0.2%	-12
NC(=O)C1CCN(C(=O)c2ccc(Cl)c(S(=O)(=O)N3CCCCCC3)c2)CC1
  /	/	1%	/	/	-20%	-1%	1%	-4%	-0.9%	-9
CC(C)(C)SCCNC(=O)COc1ccc(Cl)cc1
  0	0%	3%	-4%	2%	-12%	-9%	-18%	2%	0.4%	-5
O=C1/C(=C/c2cccnc2)SC(=S)N1Nc1ccccc1
  2	2%	-2%	/	12%	-3%	-5%	-15%	-3%	0.2%	4
Cn1c(CC(=O)Nc2ccccc2)cc2ccccc21
  2	-3%	0%	-17%	10%	-3%	-8%	-17%	-4%	-0.3%	-17
CSc1ccccc1NC(=O)COc1ccc(Cl)cc1Cl
  2	1%	-13%	0%	4%	?	3%	-2%	5%	0.1%	30
O=C(C1Cc2ccccc2CN1S(=O)(=O)c1ccc(F)cc1)N1CCCCC1 (stereo not given)
  2	-4%	3%	-1%	-2%	12%	0%	-5%	3%	0.0%	-6
CCN1CCN(C(=O)Nc2ccccc2OC)CC1
  -23	2%	4%	?	2%	0%	-6%	-18%	-22%	0.2%	7
CCOC(=O)c1sc(C(=O)OCC)c(OCCO)c1OCCO
  0	0%	-1%	0%	-1%	19%[7.66 µM]	5%	7%	-2%	-0.5%	4
O=C(O)CCCn1cc(NC(=O)COc2ccccc2)cn1
  -3	4%	5%	-13%	0%	18%	-8%	-1%	-4%	-0.3%	4
O=C(CCc1ccccc1)NC(=S)Nc1ccc(S(=O)(=O)N2CCOCC2)cc1
  -2	/	-9%	4%	0%	-5%	-1%	-8%	?	-0.9%	-2
CC1CCN(S(=O)(=O)c2ccc3c(c2)c(=O)c(C(=O)N2CCOCC2)cn3C)CC1
  /	-6%	-7%	/	/	0%	-1%	-6%	5%	0.3%	17
CC(C)(C)NC(=O)C1CN(S(=O)(=O)c2ccccc2)CCN1S(=O)(=O)c1ccccc1 (stereo not given)
  2	1%	0%	-11%	4%	18%	-2%	-4%	0%	0.2%	19
COc1cccc(/C=N/N2CCN(C)CC2)c1
  2	-1%	4%	5%	2%	-8%	-1%	0%	2%	1.7%	31[activator]
O=C(COC(=O)CCc1ccccc1)Nc1ccc(F)cc1Cl
  -3	-2%	5%	-2%	-9%	-14%	-2%	-5%	-9%	0.5%	-6
CC(NS(=O)(=O)c1ccc(Br)cc1)C(c1cccs1)N1CCOCC1 (stereo not given)
  1	/	2%	1%	-2%	5%	0%	-3%	3%	-0.6%	3
Cc1noc(/C=C/N(C)C)c1S(=O)(=O)N1CCCC(C(=O)Nc2ccc3c(c2)OCO3)C1 (stereo not given)
  0	2%	-2%	7%	-6%	-13%	2%	3%	?	0.1%	14
COCCNC(=O)COc1ncnc2scc(-c3ccc(F)cc3)c12
  0	1%	1%	-1%	3%	-12%	0%	-2%	-10%	0.9%	4
CCN1CCN(CCCNC(=O)Cn2nc(C)n3nc(-c4ccccc4)cc3c2=O)CC1
  0	7%	0%	-4%	-4%[0.46 µM]	5%	0%	0%	5%	-0.1%	15
O=C(Nc1ccc(Cl)cn1)c1ccc2nccnc2c1
  /	-3%	5%	/	-8%	5%	-1%	4%	?	-0.6%	6
Cc1cc(NC(=O)C2CC(c3ccc(F)cc3)=NO2)no1 (stereo not given)
  2	1%	-3%	-4%	1%	9%	69%[activator]	?	19%	0.4%	0
O=S(=O)(Nc1cccc(Br)c1)c1cccc2nsnc12
  -2	9%	0%	-11%	1%[11.5 µM]	-2%	-2%	2%	4%	0.1%	-8
CCN(CC)C(=O)c1ccc(S(=O)(=O)N2CCC(c3nc4ccccc4s3)CC2)cc1
  1	-3%	-8%	-7%	4%	-39%[inhibitor]	-2%	5%	-4%	-0.4%	-10

Compound activity as filed in PubChem.
